# AI-2 QS modul – Vibrio harveyi AI-2 quorum sensing modulation | Vibrio harveyi JMH597 AI-2 luminescence/OD600 ratio, 9 h; hits give low values; strain lacks LuxN and CqsS sensors; 0 = neutral-control median | activity change, % at 7.5 µM | hit rate 0.4% among 300,000 | AID 2094; in the data active means activity change below about -75%, passing the limit was not always enough;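 further: luminescence divided by OD600 gain over 9 h not by final OD600 alone; inactives centre near 13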
# aSyn 5UTR inh – MLPCN primary screen, SNCA 5' untranslated region; alpha-synuclein 5'UTR reporter, inhibitor activity; inhibition, % (tested at 7.5 µM); hit rate 0.82% among 300,000; AID 1813; in the data active means inhibition above about 60%;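 further: H4 neuroglioblastoma cells stably carrying SNCA 5'UTR luciferase fusion; 0% = DMSO wells and 100% = positive control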
# HSP90 inh – blocks HSP90-mediated luciferase refolding in reticulocyte lysate; inhibition, % at 5.6 µM; Rabbit reticulocyte lysate, luciferase refolding luminescence, 3 h; hit rate 0.91% among 290,000; AID 1789;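 active means inhibition above the screen-wide mean plus 3 SD, computed separately per campaign, cut at about 16% in these data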;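 further: 0% = DMSO wells and 100% = 60 µM geldanamycin wells; inhibitors lower the luminescence because luciferase stays unfolded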
# IEC-6 cytotox – counter-screen for KLF5 inhibitors: cytotoxicity in IEC-6 cells; hit rate 0.78% among 290,000; IEC-6 cytotoxicity, luminescence viability; inhibition, % at 5 µM; in the data active means inhibition above about 22%;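 further: 0% = plate median of test compound wells and 100% = cytotoxic reference compound wells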
# HIF activator – HIF pathway transcriptional activation; U2OS HRE-luciferase reporter, luminescence; normalized: DMSO 0%, desferrioxamine 100%; activation, % at 7.5 µM (by protocol); hit rate 0.32% among 300,000; AID 1910;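 active means mean activation of at least 10% of the iron chelator positive control signal, with at least half of replicates also reaching 10%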
# HSF1 activator – increases HSF-1 driven luciferase reporter signal | NIH3T3-HGL HSF-1 luciferase reporter, MG132, 8 h; 100% = twice DMSO control signal | activation, % at 9 µM | hit rate 1.7% among 300,000 | AID 504408;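 active means mean replicate activation of at least 50% with a set share of replicates each reaching 50%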;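 further: 0% = median of the neutral control wells and 100% = twice that signal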
# Platelet DG rel – modulates dense granule release in human platelets. hit rate 0.22% among 300,000. inhibition, %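 (compounds screened at 7.5 µM in platelet-rich plasma)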. human platelet-rich plasma, SFLLRN dense granule ATP release, luminescence;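 active means mean replicate score, as percent of positive control, at or above 50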
# HDAC3 inh – inhibitors of human histone deacetylase 3 | O15379 | recombinant HDAC3, fluorogenic peptide/trypsin coupled, fluorescence | inhibition, % at 8.3 µM | hit rate 0.15% among 320,000 | AID 2718; in the data active means inhibition above about 26%, passing the limit was not always enough
# Target sequence (O15379 whole entry, looked up): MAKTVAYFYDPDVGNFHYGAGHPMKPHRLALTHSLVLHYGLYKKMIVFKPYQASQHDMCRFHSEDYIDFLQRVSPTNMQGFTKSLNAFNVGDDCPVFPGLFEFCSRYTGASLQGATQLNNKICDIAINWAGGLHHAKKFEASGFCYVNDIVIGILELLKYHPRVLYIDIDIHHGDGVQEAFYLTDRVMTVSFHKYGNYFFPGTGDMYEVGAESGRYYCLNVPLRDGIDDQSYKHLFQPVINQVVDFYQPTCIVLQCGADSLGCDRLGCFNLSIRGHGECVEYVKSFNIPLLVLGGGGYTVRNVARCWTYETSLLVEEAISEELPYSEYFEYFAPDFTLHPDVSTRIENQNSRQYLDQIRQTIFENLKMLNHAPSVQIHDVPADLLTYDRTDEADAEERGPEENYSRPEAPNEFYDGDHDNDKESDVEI
# KLF5 inhibitor – suppresses KLF5 promoter-driven expression. hit rate 0.23% among 290,000. DLD-1 KLF5 promoter-luciferase reporter, luminescence. inhibition, % at 5 µM. AID 1700;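 active means inhibition above a per-plate limit of that plate's mean compound inhibition plus 3 SD, cut at about 60% in these data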;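 further: 0% = DMSO wells and 100% = LY294002 at 200 µM; higher means less KLF5 promoter-driven luciferase light; inactives centre near -14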
# HSF1 inhib – HSF1 inhibition; NIH3T3-HGL HSE-luciferase, MG132-induced, luminescence 8 h; hits give low values; activity change, negative = inhibition, % at 7.5 µM (by protocol); hit rate 0.77% among 300,000; AID 2098;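 active means more than half of replicate wells show activity change below -50%, luminescence cut by over half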;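 further: luciferase reports HSF-1 transcriptional activity via heat shock element; 0% = median of DMSO wells and -100% = zero luminescence signal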
# Starred values were filed as active, the others as inactive; / = no result given.
1) CCc1ccc(C(=O)c2cnc3ccc(OC)cc3c2N2CCN(CC)CC2)cc1
2) CCOC(=O)CNC(=O)COc1coc(CN2CCN(Cc3ccccc3)CC2)cc1=O
3) O=c1c2ccccc2n2cnnc2n1-c1ccccc1
4) C(=N\Nc1nc(Nc2ccccc2)nc(Nc2ccccc2)n1)/c1cccnc1
5) COc1cnc(-c2ccccn2)nc1Sc1c(Cl)cccc1Cl
6) Cc1ccc(C(=O)N/C(=C/c2ccc(C(C)C)cc2)C(=O)NCCCN2CCOCC2)cc1
7) COC(=O)/C=C1/S/C(=N/NC(=O)c2ccccc2)NC1=O
8) O=C(NCc1cccs1)C(=O)NCC(c1ccco1)N1CCN(c2ccccc2F)CC1 (stereo not drawn)
9) Cc1cccc(C)c1OCC(O)CN1CCCCC1 (stereo not drawn)
10) CCCN(CCC)CCCNC(=O)c1cc2c(=O)[nH]c3ccccc3c2s1

Assay by compound	1	2	3	4	5	6	7	8	9	10
AI-2 QS modul	55	22	17	9	86	-17	39	4	-6	0
HDAC3 inh	5	-4	4	1	4	3	6	-3	-2	-39
IEC-6 cytotox	1	-3	1	29*	4	-6	1	6	-2	6
KLF5 inhibitor	0	3	-13	7	31	-24	10	-3	-19	-2
HIF activator	-0.3	1.1	-0.1	0.7	0.2	0.3	-0.3	-0.5	-0.4	-0.1
HSF1 activator	2	24	-5	6	-23	0	-1	14	-9	-9
aSyn 5UTR inh	12	-6	-4	-23	30	-23	-1	0	15	-37
HSF1 inhib	-9	2	7	-10	-5	-6	1	7	-4	-15
HSP90 inh	-2	-1	5	2	3	-1	1	4	-2	1
Platelet DG rel	-12	3	7	7	-5	-3	5	-2	-5	2

# Some entries already given, showing only aSyn 5UTR inh and HSF1 inhib.
item | Compound | aSyn 5UTR inh | HSF1 inhib
2 | CCOC(=O)CNC(=O)COc1coc(CN2CCN(Cc3ccccc3)CC2)cc1=O | -6 | 2
7 | COC(=O)/C=C1/S/C(=N/NC(=O)c2ccccc2)NC1=O | -1 | 1

# Additional compounds follow:
11) COc1ccc(CCNc2nc(=O)[nH]nc2C)cc1OC
12) Cc1oc(/C=N/NC(=O)CN(c2ccccc2Br)S(C)(=O)=O)cc1Br
13) CC(=O)Nc1ccc(S(=O)(=O)N(C)CC(=O)OCC(=O)N2CCCCC2)cc1
14) Cc1ccc(C(=O)NCC(=O)Nc2ccncc2)cc1C
15) CCCCNC(=S)N(C)/N=C/c1ccc(OCC(=O)Nc2c(C)cc(C)cc2C)c(OC)c1
16) CC1C(=O)N2CCCc3cc(S(=O)(=O)N4CCN(c5ccc(F)cc5)CC4)cc1c32 (stereo not drawn)
17) O=C(Nc1ccccc1C(=O)N1CCN(c2ccccc2)CC1)c1ccco1
18) COc1cc(C2C(C#N)=C(N)N(N(C)C)C3=C2C(=O)CC(C)(C)C3)ccc1O (stereo not drawn)
19) O=C(COc1ccc(Cl)cc1Cl)NCc1ccco1
20) Cc1ccccc1OCCNc1cc(N2CCN(CCO)CC2)ccc1[N+](=O)[O-]

Assay by compound	11	12	13	14	15	16	17	18	19	20
AI-2 QS modul	15	55	19	24	38	-7	8	18	-3	6
HDAC3 inh	-3	-4	6	3	10	-1	4	1	6	10
IEC-6 cytotox	-2	-1	/	5	1	0	7	-2	2	8
KLF5 inhibitor	-24	-31	/	-39	-31	-8	-17	-4	-11	-5
HIF activator	-0.2	-0.3	-0.8	0.2	-0.1	-0.1	0.6	-0.5	1.8	0.4
HSF1 activator	2	0	3	18	5	15	15	-80	/	12
aSyn 5UTR inh	17	14	-11	3	-1	1	-4	-6	-64	-15
HSF1 inhib	2	0	1	2	1	3	5	-76*	/	10
HSP90 inh	0	-1	/	-4	-5	1	-3	-3	-3	-2
Platelet DG rel	-5	-2	-6	0	5	3	-5	9	-2	0

21) CC(=O)NCCc1cnc[nH]1
22) COc1ccc2nc3cc(Cl)ccc3c(Nc3cc(CN4CCCC4)c(O)c(CN4CCCC4)c3)c2n1
23) CCn1c(COc2ccc(=O)n(-c3ccccc3)n2)nnc1SCc1ccc(OC)cc1
24) O=C(CCC(=O)N1CCOc2ccc(Cl)cc21)NCCCN1CCN(c2ccccc2F)CC1
25) Cc1ccc(-c2cc(C(=O)NCCCN3CCOCC3)c3ccccc3n2)cc1
26) O=C(O)c1ccccc1C(=O)Nc1ccccc1[N+](=O)[O-]
27) O=C(NCCc1ccc2c(c1)OCCO2)c1ccccn1
28) Cc1csc2nc(CNS(=O)(=O)c3ccc4c(c3)OCCO4)cn12
29) O=C(CC1C(=O)NCCN1C(=O)Nc1ccc(Cl)cc1)Nc1ccc(F)cc1 (stereo not drawn)
30) O=C(CCCN1C(=O)CSc2ncccc21)N1CCN(c2cccc(C(F)(F)F)c2)CC1

Assay by compound	21	22	23	24	25	26	27	28	29	30
AI-2 QS modul	8	13	205	18	13	10	22	30	22	47
HDAC3 inh	-7	-5	-4	7	-14	5	5	/	/	2
IEC-6 cytotox	-2	14	1	2	/	-3	2	-3	2	3
KLF5 inhibitor	-4	20	12	6	/	-10	-81	-5	-16	-35
HIF activator	-0.1	-0.7	-0.2	-0.4	0.4	-0.4	0.8	-0.1	0.1	-0.3
HSF1 activator	4	43	30	10	-3	-12	20	-2	1	-13
aSyn 5UTR inh	-15	104*	-5	23	-1	12	-57	15	9	18
HSF1 inhib	-5	43	-1	7	6	0	16	-4	8	-7
HSP90 inh	-2	-3	-2	0	/	1	10	0	1	-1
Platelet DG rel	5	0	-1	3	8	-3	17	7	4	-2

31) O=C(CCNS(=O)(=O)c1cccc2nsnc12)NCc1ccco1
32) O=C(O)c1ccc(COc2ccc([N+](=O)[O-])cc2)o1
33) Cc1ccc(SCC(=O)Nc2ccc3c(c2)C(=O)N(C)C3=O)cc1
34) O=C(CSc1nccn1Cc1ccccc1)NCc1ccccc1
35) CC(C)(C)NC(=S)NCCc1ccccc1
36) Cc1ccc(/C=c2/sc3n(c2=O)CCCN=3)o1
37) Cc1c(NS(=O)(=O)c2ccc(N(C)C3CCCCC3)c([N+](=O)[O-])c2)c(=O)n(-c2ccccc2)n1C
38) COC(=O)CC1C(=O)NCCN1C(=O)c1ccc([N+](=O)[O-])cc1 (stereo not drawn)
39) CC1CC(C)CN(C(=O)c2cc3c(s2)CCC3)C1 (stereo not drawn)
40) Cc1cc(C(=O)NCc2cccnc2)no1

Assay by compound	31	32	33	34	35	36	37	38	39	40
AI-2 QS modul	17	17	29	-22	4	-16	19	6	14	7
HDAC3 inh	0	1	3	0	8	5	-1	2	3	0
IEC-6 cytotox	-2	-8	-2	0	-2	-2	4	-2	9	-8
KLF5 inhibitor	-8	-47	-32	-19	-127	-10	6	-25	-6	-14
HIF activator	-0.3	-0.1	0.1	0.0	3.7	3.8	-1.1	0.7	0.8	-0.4
HSF1 activator	/	-24	10	-1	25	48	30	36	13	19
aSyn 5UTR inh	27	1	-4	3	-192	-143	7	-11	-12	-20
HSF1 inhib	/	-7	-1	5	12	26	11	9	-4	-8
HSP90 inh	0	4	-6	-1	3	1	1	-2	0	-2
Platelet DG rel	-4	16	-4	4	-4	2	-12	-3	4	1

41) Cc1ccccc1NC(=S)NC12CN3CN(CN(C3)C1)C2
42) O=C(COC(=O)c1ccc(Br)cc1)NC1CCCC1
43) COC(=O)CCCCNC(=O)Nc1ccccc1
44) COc1cc(NC(=O)C2CCCCC2)c(OC)cc1NC(=O)CN1CCCCC1
45) Cc1cccc(NC(=O)CO/N=C/c2ccc3c(c2)OCO3)c1
46) C/C(=N/NS(=O)(=O)c1ccccc1)c1ccc(NC(=O)C(F)(F)F)cc1
47) CN(C(=O)CSc1nnc(N)s1)c1c(N)n(Cc2ccccc2)c(=O)[nH]c1=O
48) CC(OC(=O)C1=COCCO1)C(=O)Nc1cccc(S(=O)(=O)N2CCOCC2)c1 (stereo not drawn)
49) O=C(NCc1ccco1)/C(=C/c1cccnc1)NC(=O)c1cccc(Br)c1
50) O=Cc1ccccc1-c1cn(CN2C(=O)c3ccccc3C2=O)nn1

Assay by compound	41	42	43	44	45	46	47	48	49	50
AI-2 QS modul	8	0	-1	6	-89*	9	14	-8	37	12
HDAC3 inh	0	-1	-3	1	5	/	2	-2	4	-5
IEC-6 cytotox	-2	-5	4	10	0	-6	1	-3	0	1
KLF5 inhibitor	6	-11	-5	-7	-44	-18	-23	-2	-18	-8
HIF activator	-1.3	-0.2	-0.1	-3.9	0.0	0.5	-0.1	-0.2	0.2	1.2
HSF1 activator	-9	-5	11	3	5	5	3	16	2	12
aSyn 5UTR inh	13	-7	2	-26	13	-9	11	-5	-10	-9
HSF1 inhib	0	3	-1	-1	-2	-2	3	3	-2	8
HSP90 inh	4	-2	0	3	2	2	0	1	-4	-5
Platelet DG rel	0	-6	-5	-5	0	-8	-27	-10	10	1

51) CCOC(=O)c1c(NC(=O)CSc2nc3c(c(=O)n(C)c(=O)n3C)n2CC)sc(C)c1C
52) Cc1ccc(S(=O)(=O)N2CCN(C(=O)c3cc(S(=O)(=O)N(C)C)ccc3N3CCCC3)CC2)cc1
53) COc1ccc(-c2c(C)sc(NC(=O)c3ccnn3C)c2C#N)cc1
54) CN(CC(=O)Nc1ccc(Cl)c(Cl)c1)C(=O)C12CC3CC(CC(C3)C1)C2
55) CC1=C(C(=O)Nc2ccc(CC(=O)NCc3ccccc3C)cc2)SCCO1
56) Cc1cc(C)nc(/N=C(\N)Nc2cccc([N+](=O)[O-])c2)n1
57) O=C(CNC(=O)c1cccs1)NCC(=O)OCc1c(Cl)cccc1Cl
58) COC(=O)c1cc(OC)c(OC)cc1NC(=O)Nc1ccccc1OC
59) COc1cc(C2Nc3cc(Cl)c(S(N)(=O)=O)cc3S(=O)(=O)N2)cc(OC)c1OC (stereo not drawn)

Assay by compound	51	52	53	54	55	56	57	58	59
AI-2 QS modul	17	2	-3	20	6	6	35	40	13
HDAC3 inh	-4	-1	7	-4	14	1	4	-4	-2
IEC-6 cytotox	/	/	-4	4	7	-2	-12	-10	-6
KLF5 inhibitor	/	/	12	-6	-61	6	-12	-18	9
HIF activator	-0.3	-0.3	0.2	0.0	2.4	0.3	-0.1	0.0	0.2
HSF1 activator	-11	0	5	33	14	7	-4	-2	24
aSyn 5UTR inh	22	15	5	3	-34	-31	38	7	-19
HSF1 inhib	1	-6	3	10	3	-5	1	3	6
HSP90 inh	/	/	-1	4	-6	1	-3	-4	-4
Platelet DG rel	15	-2	-3	4	14	-5	-1	-1	-11

# As a working copy, some entries already given:
51) CCOC(=O)c1c(NC(=O)CSc2nc3c(c(=O)n(C)c(=O)n3C)n2CC)sc(C)c1C
52) Cc1ccc(S(=O)(=O)N2CCN(C(=O)c3cc(S(=O)(=O)N(C)C)ccc3N3CCCC3)CC2)cc1
53) COc1ccc(-c2c(C)sc(NC(=O)c3ccnn3C)c2C#N)cc1
54) CN(CC(=O)Nc1ccc(Cl)c(Cl)c1)C(=O)C12CC3CC(CC(C3)C1)C2
55) CC1=C(C(=O)Nc2ccc(CC(=O)NCc3ccccc3C)cc2)SCCO1

Assay by compound	51	52	53	54	55
AI-2 QS modul	17	2	-3	20	6
HDAC3 inh	-4	-1	7	-4	14
IEC-6 cytotox	/	/	-4	4	7
KLF5 inhibitor	/	/	12	-6	-61
HIF activator	-0.3	-0.3	0.2	0.0	2.4
HSF1 activator	-11	0	5	33	14
aSyn 5UTR inh	22	15	5	3	-34
HSF1 inhib	1	-6	3	10	3
HSP90 inh	/	/	-1	4	-6
Platelet DG rel	15	-2	-3	4	14
